Screens from PubChem BioAssay.
RPL19A TOR yeast – modulators of TOR pathway RPL19A-GFP in S. cerevisiae | S. cerevisiae RPL19A-GFP strain, flow cytometry, 3 h; stronger effect = lower value | percent response vs DMSO, % at 10 µM | actives 0.3% (n = 330,000) | AID 2025;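 active means percent response vs DMSO below 50%; inconclusive means fewer than 70 events counted for the yeast strain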;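 further: median channel GFP fluorescence of the barcoded RPL19A-GFP strain; ratio of sample median GFP to plate DMSO average so 100% = DMSO; lower means less RPL19A-GFP as with rapamycin TOR inhibition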
CR mimetic SO – lowers age-related superoxide in aged yeast cells; superoxide response (% of plate mean), % at 10 µM; S. cerevisiae aged cells, superoxide DHE fluorescence; stronger effect = lower value; actives 0.18% (n = 330,000); AID 2690;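 active means superoxide response under a set limit, about three screen SD below normal, cut at about 65% in these data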;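 further: yeast aged for seven days with compound at 30 °C before DHE staining; 100% = average MFI of all compound-treated wells on the plate with controls excluded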
AGP1 TOR yeast – modulators of TOR pathway AGP1-GFP in S. cerevisiae; S. cerevisiae AGP1-GFP multiplex flow cytometry, 3 h; GFP as percent of DMSO wells; GFP response vs DMSO, % at 10 µM; actives 0.02% (n = 320,000);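 active means GFP response relative to DMSO above a set limit, near screen average plus 3 SD, cut at about 150% in these data; inconclusive means fewer than 70 cells counted for the yeast strain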;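 further: median GFP channel fluorescence of the gated AGP1 strain per well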
VLA-4 inh – inhibition in a human VLA-4 binding assay; VLA-4 expressing cells, ligand binding flow cytometry; inhibition, % (about 7 µM as worked out from the volumes in the protocol); actives 0.2% (n = 330,000); in the data active means inhibition above about 50%
MEP2 TOR yeast – yeast TOR pathway MEP2-GFP modulation; GFP response vs DMSO, % at 10 µM; actives 0.51% (n = 330,000); S. cerevisiae MEP2-GFP strain, flow cytometry GFP, 3 h; 100% = DMSO control level;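 active means GFP response versus DMSO above a set limit, roughly screen mean plus 3 SD, cut at about 180% in these data; inconclusive means fewer than 70 cells counted for a yeast strain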;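 further: median GFP fluorescence of the barcode-gated MEP2-GFP cells per well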
CIT2-GFP yeast – alters CIT2-GFP fluorescence in TOR pathway yeast screen. GFP response vs DMSO, % at 10 µM. S. cerevisiae CIT2-GFP strain, flow cytometry, 3 h; 100 means same as DMSO wells. actives 0.065% (n = 320,000). AID 2029;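 active means GFP response relative to DMSO above a set limit, near the screen mean plus 3 SD, cut at about 150% in these data; inconclusive means Fewer than 70 cells measured for a yeast strain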;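 further: ratio of well median GFP fluorescence to mean of DMSO wells on the plate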
LAP4-GFP MLPCN – yeast TOR pathway LAP4-GFP modulation | S. cerevisiae LAP4-GFP multiplex, flow cytometry GFP, 3 h; median GFP as percent of DMSO wells | GFP response vs DMSO, % at 10 µM | actives 0.34% (n = 320,000) | AID 2023;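 active means GFP response vs DMSO above a set limit, about the screen mean plus 3 SD, cut at about 150% in these data; inconclusive means under 70 cell events counted for the yeast strain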
GRK2 aptamer HTS – blocks RNA aptamer binding to human GRK2; P25098; bead flow cytometry, FAM-aptamer displacement from GRK2; inhibition of aptamer binding, % at 10 µM; actives 0.59% (n = 330,000);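 active means inhibition of aptamer binding above 40%, roughly 3 SD of noise, on plates passing a quality check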;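 further: median bead fluorescence of bound FAM aptamer so fluorescent compounds give negative values; no value below 0 was filed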
Target sequence (P25098 whole entry, looked up): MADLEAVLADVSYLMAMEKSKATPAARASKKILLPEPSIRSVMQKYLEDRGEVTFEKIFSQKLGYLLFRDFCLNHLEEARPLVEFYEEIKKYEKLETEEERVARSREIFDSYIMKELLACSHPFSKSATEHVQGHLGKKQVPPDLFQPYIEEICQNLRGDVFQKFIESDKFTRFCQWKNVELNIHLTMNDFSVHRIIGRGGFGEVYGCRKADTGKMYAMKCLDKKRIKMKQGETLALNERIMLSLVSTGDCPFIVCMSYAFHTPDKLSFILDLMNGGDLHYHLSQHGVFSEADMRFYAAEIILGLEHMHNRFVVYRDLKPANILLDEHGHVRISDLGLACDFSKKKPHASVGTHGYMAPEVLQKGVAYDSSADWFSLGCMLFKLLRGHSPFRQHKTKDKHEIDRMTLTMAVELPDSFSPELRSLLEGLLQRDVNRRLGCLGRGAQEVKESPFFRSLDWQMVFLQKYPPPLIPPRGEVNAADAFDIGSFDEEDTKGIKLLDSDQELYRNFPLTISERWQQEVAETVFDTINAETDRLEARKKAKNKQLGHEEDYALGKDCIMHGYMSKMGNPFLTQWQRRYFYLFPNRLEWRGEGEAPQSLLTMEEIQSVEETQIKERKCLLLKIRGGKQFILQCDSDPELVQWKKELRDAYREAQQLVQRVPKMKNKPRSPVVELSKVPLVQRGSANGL
Numbers without * were called inactive; ? = inconclusive; nt = not tested or not shown; & = joins results of further samples; [ ] = dose if it differs, or a comment.

Order of values – RPL19A TOR yeast	CR mimetic SO	AGP1 TOR yeast	VLA-4 inh	MEP2 TOR yeast	CIT2-GFP yeast	LAP4-GFP MLPCN	GRK2 aptamer HTS
1: Cc1nn(-c2ccccc2)c(Cl)c1C1C(C#N)=C(N)Oc2c1c(C)nn2-c1ccccc1 (stereo unspecified)
    93	108	96	-4	95	100	88	0
2: c1ccc2c(CN3CCOCC3)csc2c1
    100	113	106	-7	100	101	96	0
3: CCCC(=O)NNC(=O)c1c(O)c2ccccc2[nH]c1=O
    94	101	92	10	93	92	96	2
4: Cn1cc(S(=O)(=O)CC(=O)Nc2ccc3c(c2)OCCO3)c2ccccc21
    104	97	103	4	104	101	106	1
5: O=C(OCc1nc2ccccc2c(=O)[nH]1)c1cccs1
    92	100	91	1	94	nt	85	16
6: CCOC(=O)C1=CCC2c3c(c4ccccc4n3C)C(=O)C1N2C(=O)OC(C)(C)C (stereo unspecified)
    92	106	95	4	80	97	97	0
7: COc1ccc(N(C)C(=O)c2ccc3c(c2)nnn3C)cc1
    103	95	108	19	114	112	116	0
8: CCc1nnc(NC(=O)C2CCC(CNc3c(N4CCC(C)CC4)c(=O)c3=O)CC2)s1 (stereo unspecified)
    101	111	102	3	111	94	109	0
9: Cc1nnc(NC(=O)CSc2nnc(CNC(=O)c3ccccc3)o2)s1
    107	99	109	15	119	107	115	0
10: CCc1ccccc1NS(=O)(=O)c1c(C(=O)N2CCCCCC2)c(C)n(C)c1C
    98	106	93	9	103	96	84	0
11: CCC(=O)N(Cc1cc2c(C)cc(C)cc2[nH]c1=O)C1CCCCC1
    91	98	98	-1	94	99	93	0
12: Cc1ccc2c(c1)N(CC(=O)N1CCC(C)CC1)C(=O)c1cccnc1O2
    96	89	94	17	94	98	86	1
13: N[C@@H](Cc1ccccc1)c1nnc(SCc2ccccc2Cl)o1
    96	96	96	-7	94	98	90	2
14: O=C(NNC(=O)c1cccs1)c1ccc(Cl)c(Cl)c1
    103	107	99	-1	105	103	92	1
15: CC(=O)/C=N/Nc1ccccc1
    105	87	109	-2	108	105	106	0
16: O=C1COc2ccc(C(=O)COC(=O)CNC(=O)c3ccccc3)cc2N1
    100	99	89	2	102	91	100	4
17: O=C1C2ON(c3ccccc3)C(c3cccnc3)C2C(=O)N1Cc1ccccc1 (stereo unspecified)
    100	97	111	-4	104	111	96	0
18: CC(=O)Nc1ccc(S(=O)(=O)Oc2ccccc2N2CCCCC2)cc1
    103	117	nt	7	102	nt	nt	1
19: CCOc1cccc(CN2CCC(n3nccc3NC(=O)c3ccc4c(c3)OCO4)CC2)c1
    103	94	103	-1	97	109	97	3
20: CCC(C)n1c(=O)c(C(=O)Nc2ccccc2S(N)(=O)=O)c(O)c2ccccc21 (stereo unspecified)
    94	95	96	-4	101	83	89	0
21: CCn1cc(/C=C(\NC(=O)c2ccccc2F)C(=O)N2CCCC2)c2ccccc21
    98	99	102	9	101	98	90	2
22: Cc1ccc(N(C(=O)c2ccc(S(=O)(=O)N3CCOCC3)cc2)C2C=CS(=O)(=O)C2)cc1 (stereo unspecified)
    99	111	98	12	102	94	102	0
23: Cc1cc(NC(=O)C2C3C=CC(C3)C2C(=O)O)no1 (stereo unspecified)
    94	83	94	9	96	100	94	0
24: COC(=O)C1CCN(Cc2cc(=O)oc3cc(C)c(Cl)cc23)CC1
    108	101	101	7	105	105	84	1
25: COC(CN(C(=O)CCl)C(C(=O)NC1CCCCC1)c1ccc(Cl)cc1)OC (stereo unspecified)
    103	83	105	14	101	106	95	0
26: COc1cc2c(cc1OC)C1=C(C#N)CC/C(=N\S(=O)(=O)c3ccccc3)N1CC2
    105	120	109	15	95	112	98	1
27: Clc1cccc(N2CCN(Cc3nc(-c4ccccc4)no3)CC2)c1
    97	91	104	-17	106	102	99	0
28: CC1CCN(C(=O)CCN2C(=O)C3C4C=CC(C4)C3C2=O)CC1 (stereo unspecified)
    100	93	104	0	98	103	101	2
29: Cn1c(SCC(=O)c2cc(Cl)c(Cl)s2)nnc1-c1ccco1
    101	98	105	-1	105	101	107	nt
30: CC1CCN(C(=O)C2CCN(S(=O)(=O)N3CCC4(CC3)OCCO4)CC2)CC1
    97	107	95	-12	93	104	90	2
31: CCC(C)(C)n1nnnc1C(c1cc(OC)ccc1OC)N1CCC(C(N)=O)CC1 (stereo unspecified)
    88	91	100	-4	104	91	93	5
32: CC1CCN(C(=O)c2[nH]cnc2C(=O)Nc2ccc(Cl)cc2)CC1
    92	116	92	15	97	84	101	1
33: COc1ccc(CNC(=O)C(=O)NCC2CCCN2S(=O)(=O)c2ccccc2)cc1 (stereo unspecified)
    95	92	105	7	87	91	109	0
34: CCCNC(=O)C1CCN(S(=O)(=O)c2ccc(Br)cc2)CC1
    92	94	91	1	99	92	99	0
35: C=CCN(CC=C)C(=S)NC(=O)/C=C/c1ccc(OC)cc1
    94	97	107	6	112	103	124	0
36: CC(=O)N1CCN2C(=O)C1CCCC(=O)c1cc(C3CCCCC3)ccc12 (stereo unspecified)
    97	177	99	8	108	93	95	4
37: Cc1ccc(C)c(OCC(O)CN2CCc3ccccc3C2)c1C (stereo unspecified)
    111	97	108	-17	113	107	99	0
38: O=C(N/N=C/c1ccccc1O)C1SCCCS1
    94	105	92	11	94	84	92	2
39: O=C(/C=C/c1cn(-c2ccccc2)nc1-c1cccnc1)N1CCCCC1
    93	108	95	7	94	91	98	2
40: Cc1cccc(C)c1NC(=O)CNC(=O)C(Cc1ccccc1)NC(=O)c1ccccc1 (stereo unspecified)
    101	113	88	5	101	nt	77	0
41: O=C(O)CCC(=O)Nc1nc2nc(-c3ccccc3)cc(-c3ccccc3)n2n1
    96	112	98	-8	94	101	96	1
42: Cc1ccc(S(=O)(=O)c2nc(NCCCn3ccnc3)sc2Cl)cc1
    87	97	88	-6	95	95	90	0
43: O=C(CC(c1ccccc1)c1ccco1)N1CCCCC1 (stereo unspecified)
    106	88	114	11	106	102	111	1
44: CNCCCOc1ccc(C)cc1OC
    101	90	102	6	97	103	98	1
45: O=C(O)C(O)c1ccccc1 (stereo unspecified)
    97&103	97&113	86&93	-18&14	98&105	93&85	129&133	0&0
46: O=C(N/N=C/c1ccco1)c1ccc(C(=O)N/N=C/c2ccco2)o1
    100	85	97	-1	106	100	91	0
47: N/C(=N\OC(=O)Cc1cccs1)c1ccc(Br)cc1
    93	134	87	0	99	86	96	1
48: Cc1ccc(/C=N/NC(=O)c2ccncc2)o1
    104	108	104	9	98	106	99	10
49: COc1ccc(OC)c(NC(=O)c2ccc(-c3csc(C)n3)cc2)c1
    100	109	92	5	109	98	96	1
50: CCOc1ccc(S(=O)(=O)N(C)c2ccc(OCC(=O)NC3=NCCS3)cc2)cc1
    101	110	103	17	103	96	99	1

Continued.
Order of values – RPL19A TOR yeast	CR mimetic SO	AGP1 TOR yeast	VLA-4 inh	MEP2 TOR yeast	CIT2-GFP yeast	LAP4-GFP MLPCN	GRK2 aptamer HTS
51: CC(C)n1ncc2c(C(=O)N3CCN(c4ccc(F)cc4)CC3)cc(-c3ccccc3)nc21
    97	101	102	-9	99	94	97	2
52: CS(=O)(=O)N1CCCC(C(=O)NCCCN2CCN(Cc3ccccc3)CC2)C1 (stereo unspecified)
    ?	99	84[may fluoresce red]	23	90[may fluoresce red]	102[may fluoresce red]	93[may fluoresce red]	0
53: Cc1cc(C)cc(OCc2nnc(N)s2)c1
    96	98	102	13	94	95	110	1
54: CCCCC1CCC(C(=O)N(CC(C)C)c2c(N)n(Cc3ccccc3)c(=O)[nH]c2=O)CC1 (stereo unspecified)
    97	100	106	6	97	98	104	0
55: CC(C)N(Cc1ccccc1)S(=O)(=O)c1ccc(F)cc1
    103	93	93	7	106	93	102	nt
56: CCN(CC(=O)Nc1cccc(OC)c1)CC(=O)Nc1cccc2ccccc12
    101	87	104	-1	103	98	100	5
57: COc1ccccc1NC(=O)C(=O)NCCC1CCCCN1S(=O)(=O)c1ccc(F)cc1 (stereo unspecified)
    94	92	104	-12	95	99	99	0
58: Cc1ccc(OCC(O)CN2C(=O)NC(C)(C)C2=O)cc1C (stereo unspecified)
    99	82	99	13	100	105	101	0
59: Cc1ccc(-c2c(C(=O)NCc3ccc(F)cc3)oc(=O)c3ccccc23)cc1
    96	104	95	9	104	97	95	0
60: O=C(CCCOc1ccc(Cl)cc1Cl)NCc1ccncc1
    101	97	107	8	113	102	115	0

One compound at a time, from the list above. Screens in order: RPL19A TOR yeast, CR mimetic SO, AGP1 TOR yeast, VLA-4 inh, MEP2 TOR yeast, CIT2-GFP yeast, LAP4-GFP MLPCN, GRK2 aptamer HTS
Results for Cc1cc(C)cc(OCc2nnc(N)s2)c1 = 96, 98, 102, 13, 94, 95, 110, 1
Results for Cc1ccc(OCC(O)CN2C(=O)NC(C)(C)C2=O)cc1C (stereo unspecified) = 99, 82, 99, 13, 100, 105, 101, 0

Some of the entries so far, in transposed form:
#53 Cc1cc(C)cc(OCc2nnc(N)s2)c1
#54 CCCCC1CCC(C(=O)N(CC(C)C)c2c(N)n(Cc3ccccc3)c(=O)[nH]c2=O)CC1 (stereo unspecified)

assay / entry,53,54
RPL19A TOR yeast,96,97
CR mimetic SO,98,100
AGP1 TOR yeast,102,106
VLA-4 inh,13,6
MEP2 TOR yeast,94,97
CIT2-GFP yeast,95,98
LAP4-GFP MLPCN,110,104
GRK2 aptamer HTS,1,0

The list continues.
Order of values – RPL19A TOR yeast	CR mimetic SO	AGP1 TOR yeast	VLA-4 inh	MEP2 TOR yeast	CIT2-GFP yeast	LAP4-GFP MLPCN	GRK2 aptamer HTS
61: CCOc1ccc(-n2c(-c3ccc(OC)cc3)c[n+]3c2CCCCC3)cc1
    102	85	98	-2	97	100	91	0
62: CN(CC1CCOCC1)C(=O)CC1C(=O)NCCN1Cc1cccc(Oc2ccccc2)c1 (stereo unspecified)
    96	105	104	0	93	94	108	0
63: CCOC(=O)C1=C(Nc2ccc(Cl)cc2)OCC1=O
    87	87	103	7	87	87	111	0
64: O=C(CNc1ccc2ccccc2c1)N/N=C/c1ccc([N+](=O)[O-])o1
    103	175	100	-1	101	96	100	1
65: O=C(O)C1=C(Nc2ccccc2)OCC1=O
    104	107	103	13	105	101	96	0
